# High-throughput results: PubChem, several laboratories
# BCLXL inh – blocks human Bcl-xL binding to Bim BH3 peptide; GST-Bcl-xL / FITC-Bim BH3 peptide fluorescence polarization; inhibition, % at 10.9 µM; 320,000 tested, 0.7% active; AID 2129;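 active = inhibition above the mean of all tested compounds plus 3 SD, cutoff set per campaign, cut at about 30% in these data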;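 note: 0% = DMSO wells and 100% = unlabeled Bim-BH3 peptide competitor; inhibitors lower millipolarization by displacing the labeled peptide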
# TPT1 inh – inhibitors of Candida albicans tRNA 2'-phosphotransferase TPT1; recombinant caTPT1, FP RNA substrate dephosphorylation; inhibition, % at 5 µM; 300,000 tested, 0.81% active;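 active = inhibition above the mean of all tested compounds plus 3 SD, set per screening campaign, cut at about 24% in these data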;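 note: plate controls were DMSO alone for no effect and ferristatin control at 100 nM for full effect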
# PME-1 primary – PME-1 (human) inhibition | Q9Y570 | recombinant PME-1, FP-Rh probe fluorescence polarization | inhibition, % at 5.9 µM | 320,000 tested, 0.53% active | AID 2130;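 active = inhibition above the campaign mean of all compounds plus 3 SD, cut at about 26% in these data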;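 note: competitive labeling of PME-1 active site by serine hydrolase directed probe; 0% = PME-1 with DMSO and 100% = wells lacking PME-1 enzyme; inhibitors block probe labeling so polarization falls and inhibition rises; many of its hits are not listed in these tables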
# Fam108B inh – counter-screen for RBBP9 inhibitors: inhibitors of mouse Fam108B. 300,000 tested, 0.33% active. inhibition, % at 9.51 µM. AID 1947. recombinant Fam108B, FP-Rh probe fluorescence polarization;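 active = inhibition above the screen mean inhibition plus 3 SD, computed separately per campaign, cut at about 18% in these data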;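 note: inhibitors lower polarization as less probe binds the enzyme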
# GSTO1 counter – blocks human GSTO1 in RBBP9 counter-screen. recombinant GSTO1, activity-based probe fluorescence polarization. 300,000 tested, 1.1% active. inhibition, % at 5.96 µM;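 active = inhibition above the campaign mean inhibition plus 3 SD, cut at about 35% in these data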;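 note: 0% = GSTO1-1 with DMSO and 100% = wells lacking GSTO1-1 enzyme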
# PAD4 FP inh – PAD4 (human) enzyme inhibition | AID 485272 | Q9UM07 | recombinant PAD4, RCA probe fluorescence polarization | inhibition, % at 6.36 µM | 330,000 tested, 0.41% active;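 active = percent inhibition above a cutoff equal to the mean of all tested compounds plus 3 SD, cut at about 15% in these data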;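 note: 0% = PAD4 with RCA probe and DMSO and 100% = probe without PAD4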
# Target sequence (Q9UM07 whole entry, looked up): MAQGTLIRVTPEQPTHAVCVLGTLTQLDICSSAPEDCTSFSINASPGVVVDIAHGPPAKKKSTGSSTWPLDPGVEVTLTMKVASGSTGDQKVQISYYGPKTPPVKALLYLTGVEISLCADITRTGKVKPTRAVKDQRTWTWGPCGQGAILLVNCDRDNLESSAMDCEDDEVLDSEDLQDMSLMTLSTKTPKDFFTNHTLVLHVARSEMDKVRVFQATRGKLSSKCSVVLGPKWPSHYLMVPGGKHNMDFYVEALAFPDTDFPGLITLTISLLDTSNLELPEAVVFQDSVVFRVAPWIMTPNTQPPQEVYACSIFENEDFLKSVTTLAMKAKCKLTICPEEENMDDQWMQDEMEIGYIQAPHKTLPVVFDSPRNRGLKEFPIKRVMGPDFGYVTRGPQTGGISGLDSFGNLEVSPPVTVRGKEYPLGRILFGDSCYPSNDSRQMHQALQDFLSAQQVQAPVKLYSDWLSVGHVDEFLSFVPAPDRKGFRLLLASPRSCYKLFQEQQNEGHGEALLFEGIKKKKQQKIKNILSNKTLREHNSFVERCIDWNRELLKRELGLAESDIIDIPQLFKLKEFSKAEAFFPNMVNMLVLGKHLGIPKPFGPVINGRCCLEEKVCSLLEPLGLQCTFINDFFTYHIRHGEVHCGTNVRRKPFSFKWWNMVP
# GLD-1 RNA inh – GLD-1-TGE RNA interaction inhibition (C. elegans). Q17339. purified GLD-1 + fluorescein TGE RNA, fluorescence polarization. inhibition, % at 5.96 µM. 320,000 tested, 0.44% active;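 active = percent inhibition above a per-plate cutoff, the plate mean of test compounds plus 3 SD, cut at about 30% in these data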;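 note: 0% = DMSO wells with GLD-1 and probe and 100% = wells lacking GLD-1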
# MCL1 BIM primary – MCL1-BIM-BH3 interaction inhibition (human) | Q07820 | GST-MCL1 / FITC-Bim-BH3 fluorescence polarization | inhibition, % at 10.9 µM | 320,000 tested, 0.68% active | AID 2057;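 active = inhibition above the mean inhibition of all tested compounds plus 3 SD, set per campaign, cut at about 40% in these data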;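 note: 0% = DMSO wells and 100% = unlabeled Bim-BH3 peptide control; higher means more loss of mP so more displacement of Bim peptide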
# Target sequence (Q07820 whole entry, looked up): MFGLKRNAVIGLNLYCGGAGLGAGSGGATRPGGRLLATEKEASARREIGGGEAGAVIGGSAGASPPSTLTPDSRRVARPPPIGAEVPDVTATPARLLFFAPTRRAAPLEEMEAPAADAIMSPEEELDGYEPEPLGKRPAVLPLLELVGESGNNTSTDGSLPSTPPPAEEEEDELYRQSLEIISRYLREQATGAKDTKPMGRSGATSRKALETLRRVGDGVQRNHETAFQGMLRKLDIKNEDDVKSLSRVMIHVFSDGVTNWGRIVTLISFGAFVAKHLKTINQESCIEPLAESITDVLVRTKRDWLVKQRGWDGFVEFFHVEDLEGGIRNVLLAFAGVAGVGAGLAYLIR
# MEX-5 binding – C. elegans MEX-5 TCR-2 RNA binding activity; Q9XUB2; 300,000 tested, 0.38% active; MEX-5/FITC-TCR2 RNA binding, fluorescence polarization; hits give low values; AID 1832; activity score (negative = inhibition of binding), % at 10 µM;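 active = inhibition past about -25% in most replicates, and total fluorescence under double the plate's negative control median, limit read from the data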;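 note: 0% = DMSO and -100% = 5 µM competing unlabeled TCR2 RNA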
# Numbers without * were called inactive; . = not tested or not shown. An excerpt (hit frequency here may not be typical).
# The line under a structure holds: BCLXL inh	TPT1 inh	PME-1 primary	Fam108B inh	GSTO1 counter	PAD4 FP inh	GLD-1 RNA inh	MCL1 BIM primary	MEX-5 binding
CCOc1ccc(-c2nnc3n2N=C(c2ccc(OC)cc2)CS3)cc1
    5	-2	-4	-2	-3	1	-3	4	1.5
COc1ccc(CNC(=O)C(c2ccc(C)o2)N(Cc2cccs2)C(=O)Cc2cccs2)cc1 (configuration not stated)
    3	-1	-6	-3	1	-5	13	-1	2.2
CC1CN(C(=O)CCc2cc(C(C)(C)C)c(O)c(C(C)(C)C)c2)CC(C)O1 (configuration not stated)
    5	-1	0	-1	6	-3	7	-2	-0.7
O=C(Nc1ccnn1C1CCN(C2CCCCC2)CC1)c1ccccc1
    16	-6	-6	-2	-1	-1	8	25	-13
Cc1ccc(NC(=O)C(C)Sc2nnc(-c3cccnc3)n2-c2ccccc2)cc1 (configuration not stated)
    1	2	-1	-2	3	3	9	1	-2.0
CCC1=Nc2ccccc2-c2nnc(SC)nc2O1
    5	4	4	-1	7	-6	7	-1	0.2
CC(=O)C(Sc1nccc(-c2cccs2)n1)C(C)=O
    7	-1	6	0	5	-2	2	8	3.3
Nc1c(C(=O)NCCc2ccccc2)nnn1Cc1ccccc1
    4	0	4	1	-3	-4	3	3	-0.2
N/C(Cc1cccc2ccccc12)=N\OC(=O)Cc1cccs1
    6	4	-10	9	4	4	5	5	1.3
O=C(NC1CCCCC1)C(c1ccc(F)cc1)N(Cc1ccco1)C(=O)CN1C(=O)c2ccccc2S1(=O)=O (configuration not stated)
    -55	10	-12	-4	-4	-3	-39	-90	-4.2
Cc1ccc(NC(=O)CSc2ccc(C(N)=O)cc2[N+](=O)[O-])cc1
    1	-4	1	1	-1	1	3	-5	0.4
CCCn1c(SCC(=O)N2c3ccc(F)cc3CCC2C)nnc1-c1ccccn1 (configuration not stated)
    -2	-1	-3	-1	-2	2	-6	-1	-1.6
Cc1ccc2c(c1)sc(C)[n+]2CCCS(=O)(=O)[O-]
    -6	-1	-8	-6	-10	18*	1	-10	0.5
O=C(Nc1ccc2c(c1)OC1(CCCC1)O2)C1CC1
    0	0	-3	3	7	4	-10	-5	-0.4
O=C(NC1CCCC1)c1cc(-c2ccccc2)nc2ccccc12
    3	3	-3	0	4	4	-1	1	-0.1
CSc1ccccc1NC(=O)c1cc(C2CC2)on1
    1	3	-2	4	3	0	-12	6	-0.1
Cc1cccc(-n2nc3c(c2NC(=O)C(C)C)CS(=O)(=O)C3)c1C
    1	2	-1	5	7	5	9	-3	0.2
C=CCNC(=O)CSc1nc2scc(-c3ccco3)c2c(=O)n1CC=C
    4	0	1	0	1	-3	4	-6	-0.3
O=C(O)Cc1sc(-c2ccc(Cl)cc2)nc1-c1ccccc1
    2	-5	3	-5	13	0	3	5	-0.1
COCCn1nnnc1C(c1cc2ccc(C)cc2[nH]c1=O)N(Cc1ccco1)Cc1cccs1 (configuration not stated)
    -1	1	7	-1	0	0	3	2	3.6
CC1CCCCC12NC(=O)N(CC(=O)Nc1sc3c(c1C(N)=O)CCC3)C2=O (configuration not stated)
    9	24	-2	-2	12	-5	-6	22	-3.1
CCOc1ccc(OCC)c(NC(=O)CSc2nnc(C3CC3)n2CC)c1
    -2	-1	2	-2	1	-1	1	-1	1.1
O=C(CN1C(=O)c2ccccc2C1=O)NCc1ccc(N2CCOCC2)cc1
    3	-2	-2	0	11	4	9	5	.
c1ccc(CNc2ncnc3sc4c(c23)CCC4)nc1
    6	0	0	8	4	-1	-5	5	-1.4
COc1ccc(-n2c(=O)c3ccccc3n(CC(=O)NCC3CCCO3)c2=O)cc1 (configuration not stated)
    5	-1	6	4	6	2	4	2	-2.0
NC(=S)c1ncc(C(F)(F)F)cc1Cl
    -2	4	-6	-2	1	-1	-6	2	2.7
COc1ccc(C(=S)N2CCCC2)cc1OC
    5	-4	4	2	5	0	-5	5	0.6
Cc1ccc(C(=O)N2CC(=O)Nc3ccccc32)o1
    18	-1	1	-1	-3	0	4	0	0.8
CCOC(=O)C1CCN(S(=O)(=O)c2ccc3[nH]c(=O)c(=O)[nH]c3c2)CC1
    1	-3	5	2	-1	-6	-2	1	-0.7
CC(C)c1ccc(NS(=O)(=O)c2ccc(N3C(=O)CCC3=O)cc2)cc1
    5	1	1	1	27	3	-1	2	-1.4
Cn1c(CO)nc2cc(N)ccc21
    6	-6	-1	10	6	-2	0	13	-2.1
CC(C)CN1CC(=O)N2C(c3ccccc3)c3[nH]c4ccccc4c3C[C@H]2C1=O (some centres not stated)
    4	0	4	4	-3	-1	2	1	0.7
N#Cc1c(C(F)(F)F)cc(-c2ccccc2)n(N)c1=O
    6	-3	3	-2	4	6	-4	8	0.5
CCCCCCN=C(C)C1=C(O)C(C(=O)OC)C(C)(C)CC1=O (configuration not stated)
    -1	2	-1	2	0	0	-6	-3	-1.0
O=C(COc1ccc2c(-c3ccccc3)cc(=O)oc2c1)NC1CCS(=O)(=O)C1 (configuration not stated)
    6	.	2	.	.	-3	-4	-2	.
Cc1ccc(NC(=O)c2ccncc2)cc1S(=O)(=O)N(C)C
    -8	2	-2	-1	9	-3	4	-20	0.8
O=C(CSc1ccccc1)Nc1ccc(C(=O)Nc2cccc(O)c2)cc1
    10	0	-6	-6	0	-1	-3	0	0.3
CCN(CC)C(=O)C(=O)N/N=C/c1ccc(Cl)cc1Cl
    0	2	-7	-6	-5	-5	9	4	0.5
Cc1cc(C)cc(N(C(=O)c2csnn2)C(C(=O)NC(C)(C)C)c2ccccn2)c1 (configuration not stated)
    -2	-1	-5	0	1	-2	-5	0	-4.5
CC(C)N=C1CC(C)(C)CC(=O)/C1=C(/O)CCCN1C(=O)c2ccccc2C1=O
    7	0	5	-5	-12	-1	1	9	-0.2
Cc1c(Cl)cccc1NC(=O)CSC(N)=O
    3	-2	6	0	1	7	2	9	0.4
Cc1ccc(O)c(NC(=O)Cc2ccc3ccccc3c2)c1
    5	-1	-6	1	9	1	1	8	0.3
c1ccc2c(c1)nnn2CNc1nccs1
    3	1	-2	-1	-2	-2	3	12	1.4
CCc1n[nH]c(=S)n1/N=C/c1ccccn1
    -10	-2	5	-3	10	-2	2	0	1.3
COc1ccc(NC(=O)C2CCCN(C(=O)Nc3cccc(OC)c3)C2)cc1 (configuration not stated)
    1	3	1	-1	0	-4	-6	-2	-1.2

# Entries of single compounds as entered above. Values in the order: BCLXL inh | TPT1 inh | PME-1 primary | Fam108B inh | GSTO1 counter | PAD4 FP inh | GLD-1 RNA inh | MCL1 BIM primary | MEX-5 binding
# Shown for N#Cc1c(C(F)(F)F)cc(-c2ccccc2)n(N)c1=O = 6 | -3 | 3 | -2 | 4 | 6 | -4 | 8 | 0.5
# Shown for O=C(COc1ccc2c(-c3ccccc3)cc(=O)oc2c1)NC1CCS(=O)(=O)C1 (configuration not stated) = 6 | . | 2 | . | . | -3 | -4 | -2 | .
# Shown for CC(C)N=C1CC(C)(C)CC(=O)/C1=C(/O)CCCN1C(=O)c2ccccc2C1=O = 7 | 0 | 5 | -5 | -12 | -1 | 1 | 9 | -0.2

# 6 of the entries above in order of the GLD-1 RNA inh value, largest number first.
mol,BCLXL inh,TPT1 inh,PME-1 primary,PAD4 FP inh,GLD-1 RNA inh,MCL1 BIM primary,MEX-5 binding
CCN(CC)C(=O)C(=O)N/N=C/c1ccc(Cl)cc1Cl,0,2,-7,-5,9,4,0.5
Cc1ccc(NC(=O)c2ccncc2)cc1S(=O)(=O)N(C)C,-8,2,-2,-3,4,-20,0.8
Cc1c(Cl)cccc1NC(=O)CSC(N)=O,3,-2,6,7,2,9,0.4
Cn1c(CO)nc2cc(N)ccc21,6,-6,-1,-2,0,13,-2.1
N#Cc1c(C(F)(F)F)cc(-c2ccccc2)n(N)c1=O,6,-3,3,6,-4,8,0.5
CCCCCCN=C(C)C1=C(O)C(C(=O)OC)C(C)(C)CC1=O (configuration not stated),-1,2,-1,0,-6,-3,-1.0

# (continued)
# The line under a structure holds: BCLXL inh	TPT1 inh	PME-1 primary	Fam108B inh	GSTO1 counter	PAD4 FP inh	GLD-1 RNA inh	MCL1 BIM primary	MEX-5 binding
C/C(=N\Nc1ccc([N+](=O)[O-])cc1)c1cc2ccccc2o1
    -39	111*	8	-3	-5	-4	-40	-71	2.5
O=C1c2ccccc2C(O)(c2ncc[nH]2)N1C1CCCCC1 (configuration not stated)
    3	-4	2	0	3	3	-2	8	-1.6
CN(Cc1ccccc1)C(=O)C1CCN(S(=O)(=O)c2ccc3nc4c(c(C(=O)O)c3c2)CCCC4)CC1
    21	3	-3	3	9	0	3	29	-5.2
CCCCN(C(=O)C1=COCCO1)c1c(N)n(Cc2ccccc2)c(=O)[nH]c1=O
    0	2	-2	-1	7	-2	2	-1	-21
Cn1c(=O)c2c(nc(CN3CCN(C(=O)c4ccco4)CC3)n2Cc2ccccc2)n(C)c1=O
    11	1	2	9	-7	2	5	11	1.2
O=C(NCCc1c[nH]c2ccccc12)C(=O)NCC1OCCN1S(=O)(=O)c1cc(F)ccc1F (configuration not stated)
    4	1	7	-4	-4	-2	2	-2	.
O=C(CSc1nc2ccccc2s1)c1ccc(O)cc1O
    5	-1	-14	-3	15	3	0	10	-1.3
CCCCCCC(=O)N(O)C1CC(=O)N(c2ccc(F)cc2)C1=O (configuration not stated)
    8	3	-5	-8	-3	-10	-1	6	1.9
Cc1ccc(CNC(=O)c2cc(=O)c3ccc(C)cc3o2)cc1
    1	0	-3	-6	1	-8	-3	-8	0.8
CCN1CCN(CCCNC(=O)C2c3ccccc3C(=O)N(C)C2c2ccc(OC)cc2)CC1 (configuration not stated)
    6	-3	-3	0	7	-3	2	9	0.2
Cn1c(N)c(C(=O)COC(=O)C2CCC(C(C)(C)C)CC2)c(=O)n(C)c1=O (configuration not stated)
    8	2	-6	-7	-13	1	-5	4	-2.5
CC(C)(C)n1ncc2c(=O)n(Cc3ccc(Cl)cc3Cl)cnc21
    5	2	6	-2	3	1	15	-1	0.6
CC(C)Cn1c(N2CCN(C(=O)/C=C/c3ccccc3)CC2)nc2ccccc21
    -6	4	2	2	-2	3	-1	0	-3.2
O=C(COC(=O)c1cccc(S(=O)(=O)N2CCc3ccccc3C2)c1)NCc1ccco1
    -3	2	-6	0	-2	-5	4	-4	1.9

# An excerpt from the list above:
# The line under a structure holds: BCLXL inh	TPT1 inh	PME-1 primary	Fam108B inh	GSTO1 counter	PAD4 FP inh	GLD-1 RNA inh	MCL1 BIM primary	MEX-5 binding
CC(C)(C)n1ncc2c(=O)n(Cc3ccc(Cl)cc3Cl)cnc21
    5	2	6	-2	3	1	15	-1	0.6
CC(C)Cn1c(N2CCN(C(=O)/C=C/c3ccccc3)CC2)nc2ccccc21
    -6	4	2	2	-2	3	-1	0	-3.2
O=C(COC(=O)c1cccc(S(=O)(=O)N2CCc3ccccc3C2)c1)NCc1ccco1
    -3	2	-6	0	-2	-5	4	-4	1.9
